# Prostate diff = activators of LNCaP prostate cell differentiation, primary screen, flow cytometry side scatter | 4 d | side scatter shift, % at 10 µM | 24,000 compounds, 0.56% hits;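 active = side scatter shift above 30%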;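 also: androgen-responsive LNCaP prostate cancer cells in charcoal-stripped serum medium; percent of cells past a gate set so DMSO wells show 10% shift; higher shift means more granular cells and more differentiation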
# VLA-4 antagonist = inhibitors of LDV-FITC binding to Mn2+-activated VLA-4, primary screen, Jurkat cells; Integrin alpha-4 (Homo sapiens), P13612; 24,000 compounds, 0.2% hits; LDV-FITC binding with Mn2+, flow cytometry; 100% = Mn2+-driven binding gain fully reversed; inhibition, % at 10 µM (by protocol);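 active = inhibition above 50%; inconclusive = compound itself fluorescent, judged against control cell fluorescence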;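 also: 0% = Mn2+ stimulated cells lacking compound and 100% = ligand binding without Mn2+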
# Target sequence (P13612 whole entry, looked up): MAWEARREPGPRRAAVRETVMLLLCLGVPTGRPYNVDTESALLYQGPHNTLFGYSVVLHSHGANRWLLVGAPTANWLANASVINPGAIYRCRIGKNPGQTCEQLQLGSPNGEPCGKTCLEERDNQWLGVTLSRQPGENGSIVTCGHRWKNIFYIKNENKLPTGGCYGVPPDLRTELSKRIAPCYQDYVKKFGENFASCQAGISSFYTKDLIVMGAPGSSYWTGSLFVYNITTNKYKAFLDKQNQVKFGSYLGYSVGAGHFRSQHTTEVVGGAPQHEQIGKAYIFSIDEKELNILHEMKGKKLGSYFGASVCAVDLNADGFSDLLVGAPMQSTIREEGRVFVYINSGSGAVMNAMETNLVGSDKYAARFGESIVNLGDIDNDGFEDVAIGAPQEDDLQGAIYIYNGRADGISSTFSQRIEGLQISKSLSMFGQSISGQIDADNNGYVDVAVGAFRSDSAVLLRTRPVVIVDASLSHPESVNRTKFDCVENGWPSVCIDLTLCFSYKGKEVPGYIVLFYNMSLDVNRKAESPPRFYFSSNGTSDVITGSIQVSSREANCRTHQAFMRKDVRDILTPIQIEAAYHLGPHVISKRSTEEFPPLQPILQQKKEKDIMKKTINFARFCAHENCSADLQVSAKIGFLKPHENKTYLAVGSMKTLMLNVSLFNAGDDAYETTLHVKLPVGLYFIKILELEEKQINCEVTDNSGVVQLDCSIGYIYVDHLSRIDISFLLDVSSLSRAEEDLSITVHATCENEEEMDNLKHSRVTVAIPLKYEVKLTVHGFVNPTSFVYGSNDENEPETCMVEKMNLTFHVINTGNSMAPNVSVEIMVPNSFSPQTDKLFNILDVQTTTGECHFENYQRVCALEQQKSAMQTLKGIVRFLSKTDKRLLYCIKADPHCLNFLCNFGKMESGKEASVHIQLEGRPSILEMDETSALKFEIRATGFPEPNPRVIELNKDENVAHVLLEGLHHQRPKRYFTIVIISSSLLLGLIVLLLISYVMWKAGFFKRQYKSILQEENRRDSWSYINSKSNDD
# VLA-4 agonist = enhancers of LDV-FITC binding to VLA-4 integrin, primary screen, Jurkat cells, flow cytometry. activation, % at 10 µM (by protocol). 24,000 tested, under 10 active;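 active = fluorescent ligand binding to cells raised by more than 40% of the manganese-induced maximum; inconclusive = compound's own fluorescence above 85% of the ligand control signal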;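 also: 0% = ligand binding without compound and 100% = manganese-stimulated maximal binding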
# Autofluor Jurkat = compound autofluorescence on Jurkat cells, primary screen, artefact control for VLA-4 allosteric ligand project, cell-based, flow cytometry. AID 576, 2007. fluorescence ratio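 (tested at 10 µM compound in the well)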. hits give high values; 1 = vehicle-only cell background. 24,000 compounds, 0.61% hits;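 active = fluorescence ratio above 2.44, which is 1 plus 3 SD of all ratios; inconclusive = signal too bright to measure linearly, ratio around 10 or more; inactive = fluorescence ratio below 2.44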;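 also: green fluorescence of cells measured with 488 nm excitation and 530 nm emission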
# * hit, by the source's call; ? = inconclusive.
Prostate diff	VLA-4 antagonist	VLA-4 agonist	Autofluor Jurkat	structure
1	-11	5	1	CCOC(=O)N1CCN(C(=O)CCn2c(=S)[nH]c3cc(OCC)c(OCC)cc3c2=O)CC1
8	2	7	0.99	CCOC(=O)N1CCC(c2nc(C)sc2C(=O)O)CC1
11	5	-2	1.2	Cn1c(C(=O)NCCN2CCc3ccccc3C2)cc2c(=O)n(C)c3ccccc3c21
2	12	-7	1.1	Cc1ccccc1-c1nc(CS(=O)(=O)CC(=O)NCCCN2CCCC2=O)c(C)o1
4	?	?	1.2	CCN(CC)S(=O)(=O)c1ccc2oc(C(=O)NC(C)C)c(C)c2c1
10	?	?	1.1	Cc1ccc2oc(=O)c3cnn(CC(=O)NCCN(C)C)c3c2c1
8	-44	14	1	O=S1(=O)CCC(NS(=O)(=O)/C=C/c2ccccc2)C1 (centres undefined)
9	-2	-1	1.1	CCC(=O)N1CCc2cc(S(=O)(=O)CCC(=O)Nc3ccc(CC)cc3)ccc21
7	8	-3	1.1	COc1ccccc1N1CCN(C(=O)c2cc(-c3ccco3)on2)CC1
12	-2	-1	0.98	Cc1nc(/N=C\N(C)C)sc1C(=O)Nc1ccccc1
7	-11	2	0.95	COc1ccccc1-n1cnc2cc(C(=O)NCCCN3CCOCC3)ccc21
19	28	-28	1.2	CC(=O)Nc1nc(C)c(-c2csc(Nc3ccc(O)cc3)n2)s1
5	-22	6	1.1	Cc1nc2cccc(C(=O)NCc3ccccc3)c2o1
4	?	?	3.3*	COc1ccc(C2C=C(c3ccc(Br)s3)Nc3ncnn32)cc1OC (centres undefined)
2	18	-4	1.3	O=C(NCCc1ccc(Cl)cc1)C1CCN(S(=O)(=O)c2cccc3nonc23)CC1
6	0	-3	1	COc1ccc(OC)c(CNC(=O)COc2cc(=O)n(C)c3ccccc23)c1
10	7	3	1	CC(C)(C)n1ncc2c(=O)n(CC(=O)N3CCCc4ccccc43)cnc21
4	-16	1	0.98	CC(=O)NCC(=O)N(c1c(C)n(C)n(-c2ccccc2)c1=O)C1(C(=O)NC2CCCC2)CCCCC1
12	-6	3	1.2	CCOC(=O)C1CCCN(C(=O)c2ccc3c(c2)NC(=O)C(N2CCOCC2)S3)C1 (centres undefined)
0	-18	2	1.1	O=C(CN1C(=O)NC2(CCCCCC2)C1=O)N1CCC(Cc2ccccc2)CC1
5	4	7	0.95	O=C1C2CCCN2C(c2ccccc2)N1c1nccs1 (centres undefined)
4	-40	6	1.1	CCN(CCCn1c(=S)[nH]c2ncccc2c1=O)c1ccccc1
16	-3	3	0.98	Cc1csc2ncc(C(=O)Nc3ccccc3Cl)c(=O)n12
10	28	-6	1.1	O=c1cc(N2CCC3(CC2)OCCO3)[nH]c(=O)n1C1CCCCC1
11	-12	-7	1.1	Cc1ccc2c(c1)N(CCCC(=O)NCCCN1CCCC1=O)C(=O)CO2
5	-10	1	0.98	Cc1ccc2c(c1)NC(=O)C(CC(=O)NC1CCCCC1C)O2 (centres undefined)
8	-3	0	1.1	Cn1c(Cl)nc2ccccc21
11	23	-9	1.1	COc1ccc(-c2noc(N(C)CC(=O)Nc3cccc(C(F)(F)F)c3)n2)cc1
10	-20	2	1	O=C(c1cccc(Cl)c1)N1CCN(C2CCCCCC2)CC1
2	-6	-2	0.99	COc1cccc(NC(=O)c2nc3nc(C)cc(C(F)F)n3n2)c1
10	2	2	1	CCN1CCN(C(=O)C(NS(=O)(=O)c2ccc3nc(C)sc3c2)C(C)C)CC1 (centres undefined)
7	?	?	3.6*	CCc1nnc(NC(=O)c2ccc(S(=O)(=O)N(CCOC)CCOC)cc2)o1
8	17	-3	1	CC(C)CN1C(=O)NC(NC(=O)c2cccs2)(C(F)(F)F)C1=O (centres undefined)
10	-8	6	1	CC1CC(=O)N(CC(=O)NCc2ccc3c(c2)OCO3)c2ccccc2S1 (centres undefined)
12	-9	3	1.1	N#Cc1ccccc1NC(=O)Nc1cccs1
7	3	1	1.1	COc1cccc(CNC(=O)c2nnn(CC(=O)Nc3ccc(C)c(C)c3)c2N)c1
2	?	?	1.3	O=c1c2cccnc2[nH]c(=S)n1CCCN1CCN(c2ccc(F)cc2)CC1
6	5	1	0.91	O=P(O)(O)C(O)C(F)(F)C(F)(F)C(F)(F)C(F)F (centres undefined)
11	1	-2	1.1	COC(=O)c1ccnc(/C=N/O)c1
3	-17	-2	1.1	COc1ccc(S(=O)(=O)NC(C)C(=O)Nc2cccc(C(C)=O)c2)cc1 (centres undefined)
7	12	5	1.1	C=CCSc1nnc(Cc2cc(=O)[nH]c(=O)[nH]2)n1-c1cc(C)ccc1C
9	7	1	1	COc1cc(NC(=O)c2cc(C(C)C)on2)cc(OC)c1OC
7	0	2	1.1	C=CCn1cc(C(=O)NCc2ccco2)c(=O)c2cc(S(=O)(=O)N3CCCCCC3)ccc21
9	4	2	0.99	O=C(CNC(=O)c1cccs1)NCCN1CCN(Cc2ccccc2)CC1
18	-1	-3	1	S=C1SCN(CCN2CCOCC2)CN1Cc1ccccc1
14	-24	5	1	C[C@H](NC(=O)Nc1ccccc1F)C(=O)O
9	11	-6	1.1	CC(C)Sc1nc(N2CCCC2)c2c(c1C#N)CC(C)(C)OC2
4	-15	-4	1	Cc1cc(C)cc(NC(=O)C2CCCN(c3nccc(C)n3)C2)c1 (centres undefined)
10	?	?	1	CCOc1cc2oc(=O)c3c(c2cc1Cl)CCC3
7	3	-3	1.1	Cc1ccc(N(CC(=O)NCc2ccc3c(c2)OCO3)S(=O)(=O)c2c(C)noc2C)cc1
9	-4	3	1.1	CCCc1cc(=O)oc2cc(C)cc(OC(=O)c3ccco3)c12
6	-1	2	0.99	O=C(CSc1nc2ccccc2c(=O)n1CCC(=O)N1CCCCC1)NCc1ccccc1
14	-2	2	1	N#CC1=C(N)OC2=C(C(=O)CCC2)C1CCc1ccccc1 (centres undefined)
7	-7	7	0.88	CCOC(=O)C1CCN(C(=O)c2n[nH]c(=O)c3ccccc23)CC1
14	-14	3	1	CC(=O)Nc1ccc(-c2cc3ccccc3o2)cc1
4	-5	-3	1.1	COc1ccc(CCNC(=O)Cn2cnc3c(nnn3Cc3ccccc3F)c2=O)cc1OC
11	25	-11	1.2	CCOC(=O)C1CCCCN1C(=O)CCc1c(C)nc2cc(-c3ccccc3)nn2c1C (centres undefined)
1	16	-2	1.1	Cc1nc2ccccn2c1/C(O)=C1\C(=O)C(=O)N(CCCN(C)C)C1c1ccc(Cl)cc1 (centres undefined)
11	-4	12	1	Cc1cc(C(=O)Nc2nc3c(s2)CCCC3)cs1
8	-10	3	1	CCOc1ccc(CNC(=O)C2CCCN(S(C)(=O)=O)C2)cc1OC (centres undefined)

# Full records, quoted from the list. Order of screens: Prostate diff, VLA-4 antagonist, VLA-4 agonist, Autofluor Jurkat
# Cc1ccc(N(CC(=O)NCc2ccc3c(c2)OCO3)S(=O)(=O)c2c(C)noc2C)cc1 is listed with 7, 3, -3, 1.1
# Cc1nc2ccccn2c1/C(O)=C1\C(=O)C(=O)N(CCCN(C)C)C1c1ccc(Cl)cc1 (centres undefined) is listed with 1, 16, -2, 1.1
# Cc1cc(C(=O)Nc2nc3c(s2)CCCC3)cs1 is listed with 11, -4, 12, 1

# New compounds follow
Prostate diff	VLA-4 antagonist	VLA-4 agonist	Autofluor Jurkat	structure
6	5	-12	1.1	CCc1ccc(N/C(SCc2cccc(F)c2)=C(/C#N)C(=O)NCc2ccco2)cc1
1	-13	2	1	O=C(c1ccc2c(c1)[nH]c(=S)n1c3ccccc3nc21)N1CCN(c2ncccn2)CC1
8	?	?	1.1	O=C(O)CSCc1cnn(-c2ccccc2)c1-n1cccc1
10	25	-16	0.99	CCN(CCCNC(=O)C1CCC(=O)N1C1CCCC1)c1cccc(C)c1 (centres undefined)
3	-4	2	0.93	O=C(CN1C(=O)CCS(=O)(=O)c2ccccc21)Nc1cccc(Cl)c1
12	43	-9	0.95	COc1cccc(NC(=O)CN(c2ccc(C)cc2)S(=O)(=O)c2c(C)nn(C)c2C)c1
9	1	-2	1	Cc1ccccc1Cc1c(C)nc2ncnn2c1C
2	1	4	0.98	CCOCCCNC(=O)C(c1ccc(Cl)cc1)N1CCC2(CC1)OCCO2 (centres undefined)
10	-7	-3	1	COc1ccc(NC(=O)C2CCCN2C(=O)OCc2ccccc2)c(OC)c1 (centres undefined)
4	-26	2	0.97	CC1CCN(CC(O)COc2cccc(F)c2)CC1 (centres undefined)
15	-20	-7	1.1	COc1ccc(NC(=O)Nc2cc(C)ccc2OC)cc1
4	16	-9	1.2	COC(=O)c1ccc(NC(=O)CCc2c(C)nc3ncnn3c2C)cc1
6	-22	-20	0.94	N#CC1=C2SCN(c3ccccc3)CN2C(=O)CC1c1ccccc1Cl (centres undefined)
3	?	?	1.3	CS(=O)(=O)c1nc(-c2ccco2)cc(C(F)(F)F)n1
3	?	?	0.9	Cc1noc(/C=C/N(C)C)c1S(=O)(=O)N1CCC(C(=O)O)CC1
2	-12	1	1	O=C(O)CC1NC(=O)N(c2ccccc2)C1=O (centres undefined)
5	2	-1	1.1	Cn1c(=O)oc2cc(S(=O)(=O)N3CCCC(C(=O)Nc4ccc5c(c4)OCCO5)C3)ccc21 (centres undefined)
11	1	-1	1	CC1CC(C)CN(C(=O)c2cn(C)c3ccc(S(=O)(=O)N(C)C)cc3c2=O)C1 (centres undefined)
9	6	3	1.1	Cn1c(C(=O)N2CCN(c3ccccc3F)CC2)cc2c(=O)n(C)c3ccccc3c21
2	2	-5	1	COc1ccc2cc(C(=O)NCc3ccco3)c(=Nc3ccc(C(=O)O)cc3)oc2c1
10	9	-5	1.1	O=C(c1ccc(CS(=O)(=O)c2ccccc2)o1)N1CCN(c2ncccn2)CC1
1	-5	-1	1	COCCCNC(=O)c1ccc2nc3ccccc3c(=O)n2c1
6	?	?	1	CN(Cc1ccccc1)C(=O)CCNC(=O)Cn1cnc2ccccc2c1=O
5	?	?	?	COc1cc(/C=C/C(=O)CC(=O)/C=C/c2ccc(O)c(OC)c2)ccc1O

# Part of the list above, as labelled records.
C[C@H](NC(=O)Nc1ccccc1F)C(=O)O
- Prostate diff: 14
- VLA-4 antagonist: -24
- VLA-4 agonist: 5
- Autofluor Jurkat: 1
CC(C)Sc1nc(N2CCCC2)c2c(c1C#N)CC(C)(C)OC2
- Prostate diff: 9
- VLA-4 antagonist: 11
- VLA-4 agonist: -6
- Autofluor Jurkat: 1.1
Cc1cc(C)cc(NC(=O)C2CCCN(c3nccc(C)n3)C2)c1 (centres undefined)
- Prostate diff: 4
- VLA-4 antagonist: -15
- VLA-4 agonist: -4
- Autofluor Jurkat: 1
CCOc1cc2oc(=O)c3c(c2cc1Cl)CCC3
- Prostate diff: 10
- VLA-4 antagonist: ?
- VLA-4 agonist: ?
- Autofluor Jurkat: 1

# Next part
Prostate diff	VLA-4 antagonist	VLA-4 agonist	Autofluor Jurkat	structure
20	0	-2	0.96	N#CC1=C2SCC(O)(c3ccccc3)N2C(=O)CC1c1cccs1 (centres undefined)
4	-10	-3	0.99	CCOc1cc(C2CC(=O)NC3=C2C(=O)C(C(=O)OC)C(C)C3)cc(Br)c1O (centres undefined)
4	-8	0	1.1	COc1cccc(CNC(=O)C2CCCN(c3nn4c(=O)cc(C)nc4s3)C2)c1 (centres undefined)
6	-6	1	1.1	CCCc1ccc(S(=O)(=O)NCCc2ccncc2)cc1
8	-8	0	1.1	CCOC(=O)N1CCN(CC(O)COc2ccccc2C(C)CC)CC1 (centres undefined)
8	?	?	1.4	CCn1c(=O)cc(OCC(=O)N2CCN(c3cccc(C(F)(F)F)c3)CC2)c2ccccc21
6	-8	-5	0.98	CCCCN(CC)Cc1ccc(CNC(=O)Nc2ccc(OC)cc2OC)o1
9	1	-1	1.1	Cc1[nH]nc2c1C(c1ccccc1F)NC2=O (centres undefined)
3	-3	11	1.1	COCc1nnc(NC(=O)c2ccc(S(=O)(=O)N(C)C3CCCCC3)cc2)o1
18	-12	0	1	CCCCOc1ccc(-c2nnn(C(C)(C)C(=O)OC)n2)cc1
6	-34	4	1	C=CCNC(=O)C1CC(=O)N(c2ccc(C)cc2)C1 (centres undefined)
8	-1	2	1	CCOc1ccccc1C1N(c2ccc(F)cc2)C(=O)C2CCCN21 (centres undefined)
7	-9	8	1	CCCCCNC(=O)CCn1c(=O)oc2ccccc21
13	2	0	1.1	CCCS(=O)(=O)N1CCC(C(=O)NCc2ccco2)CC1
5	-17	-11	1.4	Cc1ccccc1Cc1c(C)nc2c(C(=O)N3CCN(Cc4ccc5c(c4)OCO5)CC3)cnn2c1C
3	5	-4	1	O=C(Cn1cnc2c(oc3ccccc32)c1=O)NCc1ccco1
4	-16	-3	0.98	NC(N)=NS(=O)(=O)c1ccc(N)cc1
6	-14	7	1	COC(=O)CN1C(=O)C(O)(CC(=O)c2ccc(Cl)cc2)c2ccccc21 (centres undefined)
1	-8	0	1.1	O=C1OCc2cc(NC(=O)C3CCCO3)ccc21 (centres undefined)
13	0	2	1	CC(C)(C)C1=Nn2c(nnc2-c2n[nH]c3c2CCC3)SC1
8	-6	-2	1.1	O=C(Nc1ccccc1)N(O)c1ccc(Cl)cc1

# Screening data as filed in PubChem.

# This is a subset; rates above refer to the full screens.
